# INS-1E GSIS act: primary screen for activators of insulin secretion dependent on glucose, INS-1E cells, GLuc reporter luminescence; 0.61% of 370,000 active; AID 743287; activation, % at 16.6 µM; INS-1E GLuc reporter insulin secretion, 2-3 h;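 active means lowest replicate activation of at least 40%, so every replicate reaches that level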;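 further: 0% = median of neutral control wells and 100% = median of IBMX positive control wells; some compounds called inactive have numbers as strong as hits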
# PAX8 inh HTS: PAX8 transcriptional activity inhibition | AID 652154 | 1.2% of 360,000 active | RMG-I TPO-luciferase reporter, SteadyGlo, 24 h | inhibition, % at 12.6 µM;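 active means mean replicate inhibition at least 60% with every replicate also reaching 60%; inconclusive means only one of the two criteria is met; inactive means mean below 60% and not all replicates reaching 60%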;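 further: luciferase light reporting Pax8 driven TPO promoter activity; plate controls were median of neutral control wells for no effect and mitoxantrone controls for full effect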
# PglD inh: inhibitors of Campylobacter jejuni PglD acetyltransferase | purified PglD enzyme, DTNB colorimetric CoA detection | 0.098% of 360,000 active | inhibition, % at 12.5 µM; in the data active means inhibition above about 16%, passing the limit was not always enough; inconclusive means no clear call, values can overlap the other calls; further: strong numbers were not always called active
# LGR2 antag: inhibitors of bursicon-induced Drosophila LGR2 receptor cAMP signaling. AID 720647. inhibition, % at 9.99 µM. 0.35% of 380,000 active. HEK293 LGR2, CRE-luciferase, bursicon-stimulated, 4 h;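 active means drop in luminescence signal, shown as inhibition above about 50% in the replicate tests, limit read from the data, passing the limit was not always enough; inconclusive means probably only some replicates passing the limit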;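 further: agonist challenge used bursicon conditioned medium at about half maximal strength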
# PGC1a acetyl inh: modulators of PGC1a acetylation; U2OS PGC1a acetylation, AlphaScreen anti-acetyl-lysine; with virally co-expressed GCN5 acetyltransferase; inhibition, % at 15.6 µM; 0.17% of 350,000 active;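 active means every replicate shows inhibition of at least 40%; inconclusive means mean inhibition at least 40% but some replicate below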;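 further: 0% = neutral control wells and 100% = positive control wells; some results beyond the cut were filed as inactive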
# Cneo AK release: Cryptococcus neoformans lysis via adenylate kinase release; lysis activity, % at 15 µM; C. neoformans lysis, adenylate kinase release luminescence, 4 h; normalised: neutral wells 0, clomiphene wells 100; AID 651654; 0.2% of 360,000 active;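 active means mean lysis activity across replicates of at least 80%, whatever share of replicates individually reach that level; inactive means mean lysis activity below 80%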
#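 Material: C. neoformans cells; Schedule: 4 h static compound exposure, 37 °C, read 1 h post-reagent; Measured by: adenylate kinase release luminescence; Read-out: signal increase indicating cell lysis; Controls: Clomiphene as positive lysis control.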
# ARNT-TACC3 inh: disrupts binding between human ARNT and TACC3; Q9Y6A5; AlphaScreen His-ARNT PAS-B/GST-TACC3 binding, luminescence; TACC3 fragment carries E629A point mutation; inhibition, % at 9.99 µM; 0.66% of 390,000 active;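 active means mean inhibition of replicates at least 50% and at least half of replicates each reaching 50%; inconclusive means half or more replicates reach 50% but mean below 50%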;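 further: 0% = complete ARNT plus TACC3 wells and 100% = ARNT alone without TACC3; many hits fall short of the cut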
# Statin myotox sup: protects C2C12 myotubes from simvastatin toxicity | ATP luminescence, 48 h; scaled: DMSO 0, geranylgeraniol control 100 | 0.78% of 330,000 active | rescue of ATP level, % at 7.49 µM;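 active means mean ATP rescue above about 67%, or every replicate alone reaching that limit, limit read from the data, passing the limit was not always enough; inconclusive means no clear call, values can overlap the other calls; inactive means mean under the limit and some replicate under it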;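 further: myotubes were challenged with 10 µM simvastatin during compound exposure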
# Active calls of the source: *; ? = inconclusive; nt = no result given.
smiles	INS-1E GSIS act	PAX8 inh HTS	PglD inh	LGR2 antag	PGC1a acetyl inh	Cneo AK release	ARNT-TACC3 inh	Statin myotox sup
COc1ccc(CCN2C(=O)C(O)=C(C(C)=O)C2c2ccccc2OC)cc1OC (stereo unspecified)	13	nt	-3	-3	-2	-2	-4	-3
COC(=O)C(c1ccccc1)N(Cc1cccc(CN(C(C(=O)OC)c2ccccc2)S(C)(=O)=O)c1)S(C)(=O)=O (stereo unspecified)	-5	8	3	3	-49	-1	-1	6
O=C(/C=C/c1c(Cl)nc2ccccn12)N1CCN(c2ccc(F)cc2)CC1	-6	9	2	12	-5	2	nt	12
C=CCN(C(=O)c1csnn1)C(C(=O)NC(C)(C)C)c1ccncc1 (stereo unspecified)	0	-5	2	18	-2	1	-7	8
C/C(=N/NC(=O)c1ccc2c(c1)OCO2)c1ccc(NC(=O)c2ccc(F)cc2)cc1	-7	-225	-4	-40	nt	-1	-6	-15
C[C@H]1CN([C@@H](C)CO)C(=O)c2cc(NC(=O)Nc3ccc(F)cc3)ccc2O[C@H]1CN(C)Cc1ccc(C(F)(F)F)cc1	-16	29	-2	10	-1	2	-47	-1
COc1cccc(/C=N/NC(=O)c2c(C)nc3ccc(Cl)cn23)c1OC	-2	-9	3	-3	8	-1	-3	-10
COc1ccc(NC(=O)N(C)C[C@H]2Oc3ccc(NC(=O)NC4CCCCC4)cc3C(=O)N([C@@H](C)CO)C[C@@H]2C)cc1	2	-19	0	7	-7	-4	-1	36
CCc1nc(N2[C@H](C#N)[C@H](c3ccccc3-c3ccccc3F)[C@@H]2CO)sc1C	-1	3	nt	28	7	nt	nt	nt
C[C@@H]1CN([C@H](C)CO)C(=O)Cc2cc(NS(=O)(=O)c3cccs3)ccc2O[C@@H]1CN(C)Cc1ccccc1	-1	-9	2	4	9	3	-1	-2
CN1CCN(C2=C(Cl)C(=O)c3ccccc3C2=O)CC1	-13	41	nt	72*	nt	nt	23	nt
CCc1nn(CC(=O)NCCCN2CCN(C)CC2)c(=O)c2cc3occc3n12	29	0	-3	-2	10	-1	-7	0
CCC(=O)N[C@@H]1CC[C@@H](CC(=O)NCCN2CCCCC2)O[C@@H]1CO	-3	-2	16	4	-2	-6	-6	-5
O=C(N/N=C/c1c[nH]c2ccccc12)c1ccncc1	-7	7	nt	20	nt	nt	-1	nt
CCC(C)(C)n1nnnc1C(c1ccc(C)cc1)N1CCSCC1 (stereo unspecified)	nt	nt	-7	nt	-44	0	1	7
CCCS(=O)(=O)c1cscc1NC(=O)c1c(-c2c(F)cccc2Cl)noc1C	-18	10	nt	-17	nt	nt	-5	nt
CCOC(=O)C1CCCN(S(=O)(=O)c2cc(Br)cc3c2N(C(C)=O)CC3)C1 (stereo unspecified)	5	-16	2	17	-2	-2	23	4
O=NN(CCCl)C(=O)NCCc1cccc[n+]1[O-]	nt	-20	2	-1	-10	6	nt	-1
O=C(Nc1ccccc1F)N1CCCCN2[C@H](CO)[C@@H](c3ccc(-c4cccnc4)cc3)[C@H]2C1	21	-19	-3	-22	-6	-1	-3	nt
CC1(c2cccc(Br)c2)NC(=O)N(CC(=O)N2CCc3ccccc32)C1=O (stereo unspecified)	-40	5	-2	7	nt	-1	nt	6
C=CCN1C(=O)c2ccc(C(=O)OCC(=O)N(C)C3CCCCC3)cc2C1=O	9	-12	nt	1	4	nt	-13	nt
C[C@H](CO)N1C[C@H](C)[C@H](CN(C)Cc2ccccc2)OCCCC[C@H](C)Oc2ccc(NC(=O)Nc3ccc(F)cc3)cc2C1=O	-17	33	-1	12	0	8	7	nt
CCCNC(=O)N1C[C@H]2[C@@H](c3ccccc31)[C@H](CO)N2C(=O)c1ccncc1	0	9	1	-11	6	-2	-4	0
CC(=O)Nc1ccc(NC(=O)C2CCCN2/C=C/C(=O)C(F)(F)F)cc1 (stereo unspecified)	-5	15	nt	-13	-3	nt	-1	nt
C[C@@H]1CCCCO[C@@H](CN(C)CC2CC2)[C@@H](C)CN([C@H](C)CO)C(=O)c2cc(NS(=O)(=O)c3ccc(Cl)cc3)ccc2O1	-3	-4	2	0	7	1	5	nt
Cc1ccc(-n2c(O)c(/C=N/NC(=O)C3COc4ccccc4O3)c3ccccc3c2=O)cc1 (stereo unspecified)	-24	-6	-6	-5	nt	6	nt	nt
COc1ccc(-c2cnc3c(c2)C(=O)N([C@@H](C)CO)C[C@@H](C)[C@H](CN(C)C)O3)cc1	5	nt	-1	6	-13	-1	4	4
O=C1[C@H](Cc2ccccc2)NCCCC[C@@H](c2ccco2)N1Cc1ccccc1	-2	20	4	-22	7	3	1	-3
CO[C@@H](CN(C)S(=O)(=O)c1ccc(F)cc1)[C@@H](C)CN([C@@H](C)CO)S(=O)(=O)c1cccc(Cl)c1	-3	nt	-2	6	-6	-8	23	11
COc1ccc(CN(C)C[C@@H]2OCCCC[C@H](C)Oc3ccc(NS(=O)(=O)c4cccs4)cc3C(=O)N([C@H](C)CO)C[C@@H]2C)cc1	-5	8	2	-16	-10	1	24	nt
O=C(N/N=C/c1ccc(F)cc1)c1ccc(Br)cc1	0	nt	0	-56	6	0	-2	6
Clc1ccccc1OCCCCn1ccnc1	12	nt	4	nt	4	3	3	0
COc1ccc(Cn2c(=N)c(C(=O)NC3CCCCC3)cc3c(=O)n4ccccc4nc32)cc1	46	-24	-3	-19	nt	2	0	-3
CCCCNC(=O)C(=O)N/N=C/c1ccc(OCC(=O)Nc2cccc(OC)c2)c(OC)c1	6	4	nt	17	nt	nt	-8	nt
C[C@H]1CN([C@@H](C)CO)C(=O)c2cccc(NS(=O)(=O)c3ccc(Cl)cc3)c2O[C@H]1CN(C)CC1CC1	12	-21	3	-14	3	1	-2	10
O=C(Nc1cc2c(cc1Br)OCCO2)c1ccco1	nt	nt	-5	nt	nt	-2	-4	22
Cc1cccc(NC(=S)NNC(=O)c2ccc3c(c2)OCO3)c1	16	-195	nt	-55	nt	nt	4	nt
CCCc1cc(=O)oc2c3c(cc(OCC(=O)NCC4CCC(C(=O)O)CC4)c12)OC(C)(C)CC3 (stereo unspecified)	nt	nt	-2	nt	7	0	0	4
O=S1(=O)N=C(N(CCO)/N=C/c2ccccc2)c2ccccc21	3	0	nt	-8	-7	nt	nt	nt
COc1ccc(CN2C(=O)c3cccnc3C2=O)cc1S(=O)(=O)NCc1ccc(C)cc1	9	14	8	-5	5	1	1	3
Cc1ccsc1C(=O)OCC(=O)c1cc2ccccc2o1	nt	nt	4	nt	-1	-1	-4	-1
Cc1cc(Cl)cc(C)c1OCC(=O)N1CCN(c2ncccn2)CC1	-24	-12	0	-5	7	0	-6	22
Cc1cc(NC(=O)Cc2ccccc2[N+](=O)[O-])no1	-5	31	-3	7	-7	-2	2	-2
CC(NC(=O)/C(C#N)=C/c1cccs1)c1ccccc1 (stereo unspecified)	9	-12	nt	2	nt	nt	2	nt
N#C/C(=C\c1c(N2CCN(c3ccccc3)CC2)nc2ccccn2c1=O)C(N)=O	11	0	-6	-5	nt	2	13	25
O=C(Cc1ccccn1)NCC[C@@H]1CC[C@@H](NC(=O)Nc2ccccc2)[C@@H](CO)O1	18	-3	-4	31	-1	-4	12	3
O=C1OCCN1c1ccccc1	8	nt	0	-6	-1	-1	1	2
CS(=O)(=O)Nc1ccc(Cc2ccc(NS(C)(=O)=O)cc2)cc1	nt	nt	3	nt	7	-2	1	-4
O=C(CSc1nc(O)c(Cc2ccccc2)c(=O)n1-c1ccccc1)N1CCOCC1	4	nt	-3	-1	nt	1	-5	9
Cc1ccc(C(=O)O/N=C(\N)c2ccccn2)cc1C	9	83*	-3	98*	-13	-11	0	-11
CN(C)c1nc2ccccc2n(C)c1=O	2	-8	nt	10	11	nt	11	nt
CC(=O)N(C)C[C@@H]1Oc2cc(-c3cccc(F)c3)ccc2S(=O)(=O)N([C@H](C)CO)C[C@@H]1C	17	13	-1	-8	7	3	-8	18
CCCc1ccc(Oc2cc(C)nc(N3CCOCC3)n2)cc1	-22	nt	-5	-15	nt	-5	-6	-10
COc1ccccc1NS(=O)(=O)c1ccc(O)c(C(=O)OCC(=O)N2CCc3ccccc32)c1	-9	-17	-2	4	8	6	1	nt
COc1ccc(NC2=C(C(C)=O)C(c3ccc(OC)c(OC)c3)C(C(C)=O)C(C)(O)C2)cc1 (stereo unspecified)	-3	0	-2	nt	-3	-18	11	9
Cc1ccccc1-c1nc(SCc2ccccn2)c2c(=O)n(C)c(=O)n(C)c2n1	-11	18	nt	0	?	nt	-7	nt
Cc1cccc(C(=O)OC(C)C(=O)NC2CCCc3ccccc32)c1O (stereo unspecified)	3	-2	nt	7	nt	nt	-9	nt
CCCCn1cnc2cc(NCc3cccc(OC)c3O)ccc21	nt	5	-5	nt	nt	2	17	5
Cc1cc(C)c(C(=O)COC(=O)c2cccc(S(=O)(=O)NCc3ccccc3)c2)cc1C	-16	14	9	-13	-3	-1	12	3
O=C(CN(Cc1ccco1)C(=O)CNS(=O)(=O)c1ccccc1)NCc1ccccc1	nt	nt	-4	nt	1	-3	5	23

# Next section.
smiles	INS-1E GSIS act	PAX8 inh HTS	PglD inh	LGR2 antag	PGC1a acetyl inh	Cneo AK release	ARNT-TACC3 inh	Statin myotox sup
C[C@H]1CN([C@@H](C)CO)S(=O)(=O)c2ccc(C#CC3CCCC3)cc2O[C@H]1CN(C)C(=O)C1CC1	-10	nt	4	2	-10	3	-3	26
C[C@@H]1CN([C@H](C)CO)C(=O)c2cc(-c3ccc(F)cc3)cnc2O[C@@H]1CN(C)C(=O)c1ccccn1	30	-1	11	-19	-7	0	4	18
COc1cccc(-c2ccc(NC(=O)C3CCCN(Cc4cccc(C)n4)C3)cc2)c1 (stereo unspecified)	-23	-7	-3	8	-34	5	nt	-10
CC1=C(C(N)=O)C(c2ccccn2)n2nc(-c3ccccc3Cl)nc2N1 (stereo unspecified)	2	-11	2	4	1	-1	1	2
Cc1cccc(N2CCN(S(=O)(=O)c3cccs3)CC2)c1C	-25	10	3	-13	nt	-2	-8	2
O=C(/C=C/c1ccccc1)NC(NC(=S)Nc1cccc(Cl)c1)C(Cl)(Cl)Cl (stereo unspecified)	-1	nt	-1	nt	-16	0	-4	-31
COC(=O)CSc1nc2[nH]ncc2c(=O)[nH]1	-7	-33	nt	0	5	nt	3	5
O=C(C[C@@H]1C=C[C@H](NC(=O)Nc2ccccc2F)[C@H](CO)O1)NCc1ccc(Cl)cc1	-2	14	0	-6	4	-4	nt	4
CC(C)C1C(=O)N(Cc2cn(CCC3OCCO3)nn2)CCS(=O)(=O)N1Cc1ccc(-c2ccccc2C(F)(F)F)cc1 (stereo unspecified)	-13	16	-6	12	-13	0	nt	11
CNc1ccc(Br)cc(C(=O)/C=C/c2ccc(Cl)cc2Cl)c1=O	-9	66*	nt	14	nt	nt	1	nt
COc1ccc(S(=O)(=O)Nc2ccc3c(c2)CC(=O)N([C@@H](C)CO)C[C@H](C)[C@H](CN(C)C(=O)Nc2ccc4c(c2)OCO4)O3)cc1	4	12	0	-10	0	-2	nt	-5
